# High-throughput results deposited in PubChem by National Center for Advancing Translational Sciences (NCATS).
# Casp7 inh = blocks human caspase-7 allosterically or competitively. P55210. recombinant caspase-7, Ac-DEVD-AFC fluorescence rate. Potency, µM (top dose mostly 57.5 µM), for inactives: at the highest dose activity change, negative = inhibition, hits mostly inhibitors. hit rate 0.02% among 75,000. AID 889; active means well fitted inhibition curve with a large enough effect in the main read-out, with a control signal flat, not every such curve was filed as active; inconclusive means small, poorly fitted or top-dose-only effect, or a change in a side signal; further: potency means the concentration at half of the fitted maximal effect; % of control where 0% means no effect
# Tau filament bind = tau filament binding; P10636; recombinant tau filaments, thioflavin S fluorescence, 15 h; filaments grown with octadecylsulfate alongside compound; Potency, µM (titrated, usually from 57.1 µM), for the others: at the top dose activity change, negative = inhibition; hit rate 2% among 71,000; AID 596;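 further: potency means the concentration at half of the fitted maximal effect; on the % scale 0 is the no-effect control and ±100 the full control effect; actives lower thioflavin S fluorescence by blocking filaments or displacing dye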
# Target sequence (P10636 whole entry, looked up): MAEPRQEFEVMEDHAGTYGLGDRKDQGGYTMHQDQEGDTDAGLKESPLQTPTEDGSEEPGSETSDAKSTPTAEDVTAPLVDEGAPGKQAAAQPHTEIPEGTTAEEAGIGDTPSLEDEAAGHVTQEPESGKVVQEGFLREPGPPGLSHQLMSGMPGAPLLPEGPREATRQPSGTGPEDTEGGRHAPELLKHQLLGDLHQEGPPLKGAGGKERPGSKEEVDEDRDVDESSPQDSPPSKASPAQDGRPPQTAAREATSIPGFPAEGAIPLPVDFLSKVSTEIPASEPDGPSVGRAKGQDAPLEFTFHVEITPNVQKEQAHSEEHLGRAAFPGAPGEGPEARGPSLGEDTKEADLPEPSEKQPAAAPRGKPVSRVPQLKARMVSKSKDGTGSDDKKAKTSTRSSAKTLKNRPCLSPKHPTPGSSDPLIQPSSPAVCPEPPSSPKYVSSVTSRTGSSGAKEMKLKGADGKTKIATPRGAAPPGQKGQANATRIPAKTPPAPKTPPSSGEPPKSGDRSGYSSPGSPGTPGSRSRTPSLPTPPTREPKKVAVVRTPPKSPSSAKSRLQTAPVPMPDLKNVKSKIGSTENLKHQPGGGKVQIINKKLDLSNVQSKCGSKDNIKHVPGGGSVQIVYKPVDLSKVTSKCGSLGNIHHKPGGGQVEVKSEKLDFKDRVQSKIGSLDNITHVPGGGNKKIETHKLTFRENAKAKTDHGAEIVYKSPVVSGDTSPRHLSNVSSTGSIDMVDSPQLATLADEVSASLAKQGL
#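 Thioflavine S fluorescence (ex 450, em 510 nm) reports filaments formed from 1 uM human tau plus 30 uM ODS over 15 h at 37 C (10 mM HEPES pH 7.4, 100 mM NaCl, 5 mM DTT); compounds displacing dye or blocking filaments lower signal.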
# Caspase-1 inhib = caspase-1 (human) inhibition, allosteric or competitive. P29466. Caspase-1 enzyme, Ac-WEHD-AFC fluorogenic rate. Potency, µM (highest dose often 57.5 µM), inactives show at the highest dose activity change, negative = inhibition, hits mostly inhibitors. hit rate 0.03% among 75,000;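 further: potency means the concentration at half of the fitted maximal effect; plate controls were vehicle for no effect and no substrate for full effect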
# Rhodamine autofl = compound fluoresces in the rhodamine spectral region; Rhodamine-region fluorescence, 547/598 nm, Tris buffer; hits give high values; max dye-equivalent concentration, M; hit rate 0.05% among 59,000; AID 594; in the data active means max dye-equivalent concentration above about 11 nM; inconclusive means between about 1.1 nM and that limit
#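 Compounds in 100 mM Tris buffer, pH 8.0, were incubated 15 min at room temperature, then read at 547 nm excitation and 598 nm emission. Fluorescence was normalized against a per-plate six-point rhodamine standard curve as dye-equivalent concentration.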
# ERK AVP block = blocks ERK signaling stimulated by vasopressin; HEK293-V1b, vasopressin-stimulated pERK AlphaScreen; Potency, µM (series often up to 57.5 µM), inactives show at the top dose activity, negative = inhibition, actives largely listed as inhibitors; hit rate 0.99% among 72,000; further: potency means the concentration at half of the fitted maximal effect; on the % scale 0 is the no-effect control and ±100 the full control effect; nearly all actives have a fitted effect of over 55% in size
#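 HEK293 cells stably expressing V1b receptor, seeded overnight in 1% FBS, were treated with compounds for 30 min at 37C, then stimulated 5 min with 25 nM vasopressin; phospho-ERK read by AlphaScreen SureFire after lysis.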
# USP2a inhib = blocks human ubiquitin-specific protease USP2a; O75604; USP2a enzymatic assay, qHTS inhibition; Potency, µM (top dose mostly 38.3 µM), for inactives: at the highest dose activity change, negative = inhibition, usual class: inhibitors; hit rate 0.1% among 60,000; AID 927;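 further: potency means the concentration at half of the fitted maximal effect; nearly all actives have a fitted effect of over 60% in size; plate controls were DMSO for no effect and NEM full inhibition control for full effect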
#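 USP2 core (20nM final) preincubated 30 min RT with compound, then Ub-PLA2 20nM and NBD C6-HPC 20uM final added; buffer 20mM Tris-HCl pH 8.0, 2mM CaCl2. Fluorescence Ex 460/Em 535 read at 0 and 2.5 h; normalized to NEM.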
# HADH2 inhib = inhibitors of human HADH2 dehydrogenase; recombinant HADH2, NADH fluorescence, beta-hydroxybutyryl-CoA; Potency, µM (highest dose often 57.1 µM), inactives show top-dose activity change, negative = inhibition, usual class: inhibitors; hit rate 3.4% among 73,000; AID 886; further: potency means the concentration at half of the fitted maximal effect; on the % scale 0 is the no-effect control and ±100 the full control effect; nearly all actives have a fitted effect of over 60% in size; many of its hits are not listed in these tables
# Target sequence (Q99714 whole entry, looked up, one chain of several): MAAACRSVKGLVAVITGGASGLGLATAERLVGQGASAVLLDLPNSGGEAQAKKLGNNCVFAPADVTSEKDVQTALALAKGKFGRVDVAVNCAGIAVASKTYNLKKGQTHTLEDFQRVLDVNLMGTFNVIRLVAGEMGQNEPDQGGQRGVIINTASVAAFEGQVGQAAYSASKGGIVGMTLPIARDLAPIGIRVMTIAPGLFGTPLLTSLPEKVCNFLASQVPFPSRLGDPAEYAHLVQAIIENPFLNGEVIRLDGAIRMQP
#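 Buffer 100 mM Tris-HCl pH 9.0/0.01% Tween-20; HADH2 20 nM; NAD+ 1 mM; beta-hydroxybutyryl-CoA 90 uM (all final). 15 min cpd preincubation, RT.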
# FLuc inh = firefly luciferase inhibition; P08659; purified firefly luciferase, luminescence, 8 min; Potency, µM (highest dose often 57.1 µM), without a hit: at the highest dose activity change, negative = inhibition, hits mostly inhibitors; hit rate 2.2% among 72,000; AID 411; further: potency means the concentration at half of the fitted maximal effect; on the % scale 0 is the no-effect control and ±100 the full control effect; nearly all actives have a fitted effect of over 40% in size
#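 Compounds were tested as concentration series (qHTS) against purified P. pyralis luciferase with luciferin and 10 uM ATP in 50 mM imidazole pH 7.2, 50 mM KCl, 7 mM MgCl2, 0.01% Tween 20, 0.05% BSA. Luminescence was read after 8 min at ambient temperature.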
# Fluorescein fluor = compound fluoresces in the fluorescein spectral region. Compound autofluorescence, 480/540 nm, fluorescein-equivalent; hits give high values. max fluorescein-equivalent concentration, M. hit rate 0.91% among 59,000; in the data active means max fluorescein-equivalent concentration above about 10 nM; inconclusive means between about 1.1 nM and that limit
#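 Compounds were pin-transferred into 100 mM Tris buffer, pH 8.0, and incubated 15 min at room temperature. Fluorescence was read at 480 nm excitation/540 nm emission. Signals were normalized to an on-plate six-point fluorescein standard curve as dye-equivalent concentration.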
# HEK293 cAMP ctrl = raises cAMP in parental HEK293 cells, TSHR agonist counter-screen. hit rate 2.5% among 73,000. Potency, µM (titrated, usually from 57.1 µM), inactives show at the top dose activation, usual class: activators. parental HEK293 CNG cAMP sensor, membrane potential fluorescence. AID 938; further: potency means the concentration at half of the fitted maximal effect; % of control where 0% means no effect; nearly all actives have a fitted effect of over 55% in size
#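 Parental HEK 293 cells stably expressing a cAMP-gated CNG channel were loaded with membrane potential dye containing 100 uM RO 20-1724 for 60 min. Compound added for 30 min; depolarization read as fluorescence intensity at 590 nm.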
# Texas Red fluor = compound fluoresces in the Texas Red spectral region; AID 587; max dye-equivalent concentration, M; hit rate 0.06% among 59,000; Compound fluorescence, Texas Red channel, 547/618 nm; hits give high values; in the data active means max dye-equivalent concentration above about 10 nM; inconclusive means between about 1.1 nM and that limit
#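 qHTS profiling of intrinsic compound fluorescence; 100 mM Tris pH 8.0; 15 min RT; ex 547 / em 618 nm; response expressed as Texas Red dye-equivalent concentration from six-point plate standard.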
# Numbers without * were called inactive; i = inactive; ? = inconclusive; / = no result given; [ ] = another dose, or the depositor's remark. Unless noted, the call rests on the fitted dose curve; in most records, active means well fitted curve in the direction sought with a large enough effect; inconclusive means small, poorly fitted or top-dose-only effect, or another doubt; inactive means no such curve, though single readings can be large; an effect the other way counts as inactive or inconclusive.
SMILES,Casp7 inh,Tau filament bind,Caspase-1 inhib,Rhodamine autofl,ERK AVP block,USP2a inhib,HADH2 inhib,FLuc inh,Fluorescein fluor,HEK293 cAMP ctrl,Texas Red fluor
Cc1nc(SCC(=O)N2CCN(C(=O)c3ccco3)CC2)c2c(C)c(C)sc2n1,0%,18%,0%,i,11%,/,1%,3%,i,?,?
CC(=O)N1CCc2c(sc(NC(=O)c3ccc4c(c3)OCCO4)c2C#N)C1,-2%,114%,-6%,/,/,/,?,-2%,/,0%,/
COCCn1c(SCC(=O)N2CCC(C)CC2)nc2ccccc2c1=O,-1%,3%,2%,i,-7%,12%,-2%,4%,i,20µM*,i
CNc1ncnc2c1ncn2[C@H]1C[C@H](OP(=O)(O)O)[C@H](COP(=O)(O)O)O1,2%,?,-10%,/,0%,/,-3%,-6%,/,-3%,/
CC(=O)NC(CCS(C)(=O)=O)C(=O)Nc1ccc2c(c1)OCO2 (configuration not stated),-2%,7%,-3%,/,/,/,?,1%,/,-1%,/
CCC(C)(C)NC(=O)C(c1cccc(OC)c1)N(C(=O)c1ccn[nH]1)c1cccc(OC)c1 (configuration not stated),2%,-20%,-3%,i,3%,/,2%,1%,?,?,i
CCCCN(CCCC)CCCNC(=O)CC1Oc2ccc(C)cc2NC1=O (configuration not stated),1%,-2%,-1%,i,13%,4%,-29%,3%,i,22%,i
Cc1ccc(N2C(=O)C3C(C2=O)C(C(=O)c2ccc(Cl)cc2)N2CCCC32)cc1 (configuration not stated),-11%,6%,-8%,i,13%,42%[activator],8%,0%,3.1e-08M*,6%,i
COc1ccc(-c2noc(-c3cccc(OC)c3OC)n2)cc1OC,-2%,365%,-2%,/,-8%,/,-7%,6.3µM*,/,10%,/
O=C(CCCC(=O)Nc1cccnc1)Nc1cccnc1,0%,15%,0%,/,-8%,-3%,1%,-1%,/,-3%,/
Cc1noc(C)c1C(=O)N1CCC2(CCN(Cc3cc(C(F)(F)F)cc(C(F)(F)F)c3)CC2)CC1,1%,-9%,-5%,i,12%,90%[activator],-9%,-2%[11.4 µM],i,15%,i
O=C1C2C3C=CC(C3)C2C(=O)N1c1n[nH]c(-c2cccnc2)n1 (configuration not stated),0%,-3%,0%,i,-4%,-2%,-4%,2%,?,-1%,i

# 2 compounds from above, showing only FLuc inh, Rhodamine autofl and Casp7 inh.
smiles,FLuc inh,Rhodamine autofl,Casp7 inh
COCCn1c(SCC(=O)N2CCC(C)CC2)nc2ccccc2c1=O,4%,i,-1%
O=C(CCCC(=O)Nc1cccnc1)Nc1cccnc1,-1%,/,0%

# Following part.
SMILES,Casp7 inh,Tau filament bind,Caspase-1 inhib,Rhodamine autofl,ERK AVP block,USP2a inhib,HADH2 inhib,FLuc inh,Fluorescein fluor,HEK293 cAMP ctrl,Texas Red fluor
O=C(O)CCC(=O)Nc1ccc(N2CCOCC2)cc1,1%,-4%,0%,i,14%,-7%,0%,-2%,i,6%,i
O=c1ccc(Oc2nc(N3CCCCC3)nc(N3CCCCC3)n2)n[nH]1,0%,-11%,0%,i,-20%,-6%,10%,1%,i,10%,i
Cc1occc1-c1nnc(SCC(=O)c2c[nH]c3ccccc23)n1C,-1%,15%,-1%,i,7%,20%,?,-2%,?,0%,i
COc1ccc(C2=NO[C@@H]3C(=O)N(c4cccc(C)c4C)C(=O)[C@H]23)cc1OC,-9%,0%,-1%,i,-15%,9%,-4%,1%,i,15%,i
O=C1CC(c2ccco2)CC2=C1C=Nc1ccccc1N2 (configuration not stated),-9%,-8%,-2%,i,?,0%,3%,0%,?,7%,i
O=C(CCS(=O)(=O)c1ccc(Cl)cc1)OCC(=O)N1CCCCC1,0%,4%,1%,i,-19%,-3%,10%,-2%,i,7%,i
COCCn1c(C)cc(C(=O)COC(=O)c2n[nH]c3ccccc23)c1C,-1%,38%,-2%,i,?,32%[activator],14%,1.3µM*,i,24%,i
O=C(O)c1ccn(Cn2cnc3ccccc32)n1,-1%,-11%,-2%,i,-7%,-4%,-7%,0%,?,9%,i
O=C(N1CCCC1)N1CCN(c2ncnc3c(-c4ccc(Cl)cc4)nsc23)CC1,-1%,10%,1%,i,-2%,-4%,2%,-6%,i,1%,i
CC(C)(C)n1ncc2c(=O)n(CC(=O)Nc3ccc(Cl)cc3)cnc21,-2%,-2%,1%,i,12%,11%,-3%,-1%,i,?,i
COCC(=O)N1CCC2(CCCN(c3ncccn3)C2)CC1,0%,-2%,-1%,i,7%,-12%,8%,2%[11.4 µM],i,11%,i
Cc1cc(C(F)(F)F)nc(NCc2cccnc2)n1,-2%,-5%,-1%,i,-6%,0%,6%,-2%,i,11%,i
COCCN(CC(=O)NCC1CCCO1)C(=O)CCC(=O)Nc1cc(C)on1 (configuration not stated),2%,0%,3%,i,21%,-2%,-5%,0%,?,3%,?
CCCN1C(=O)C(O)(C/C(C)=N/O)c2ccccc21 (configuration not stated),1%,-7%,0%,i,2%,-6%,15%,3%,i,9%,i
COc1ccc(OC)c(S(=O)(=O)Nc2ccc(O)c(Sc3ncn[nH]3)c2)c1,-3%,12%,-1%,i,-10%,-6%,5µM*,2%,i,?,i
Cc1ccc(S(=O)(=O)c2c(C)nn(C(C)(C)C)c2OC(=O)c2ccc(Br)o2)cc1,-1%,38%,-1%,i,10%,-2%,-2%,-1%,i,3%,i
CCOC(=O)c1cnc(SCC(=O)NCc2cccs2)nc1N,2%,1%,0%,i,-15%,0%,-9%,1%,i,26%,i
O=C(c1ccccc1)N1CCCC(C(=O)N2CCCCCC2)C1 (configuration not stated),-2%,-12%,1%,i,-5%,2%,9%,2%,i,22%,?
Cc1ccc(SCc2[nH]nc3c2C2(CCSCC2)C(C#N)=C(N)O3)cc1,-3%,-5%,-3%,i,?,15%,2%,0%,i,6%,i
Clc1ccc2[nH]c3c(NCC4CCCO4)ncnc3c2c1 (configuration not stated),-3%,-4%,-3%,i,25µM*,26%,51%[activator],-8%,?,8%,?
COc1cccc(-c2nn(C)c3sc(C(=O)N4CCN(c5ccccc5)CC4)cc23)c1,2%,7%,-5%,i,7%,25%,-9%,-2%,i,?,i
CC(=O)Nc1ccc(NC2=CC(=O)CC(C)(C)C2)cc1,-5%,10%,-5%,/,-14%,-1%,-9%,-4%,/,-6%,/
O=C(CCN1C(=O)c2ccccc2C1=O)Nc1ccc(S(=O)(=O)N2CCOCC2)cc1,-4%,-8%,-2%,i,-14%,38%[activator],6%,1%,i,-1%,?
O=C(c1ccco1)N1CCN(S(=O)(=O)c2cccc3nsnc23)CC1,2%,-6%,0%,i,12%,-1%,-6%,3%,i,15%,i

# Sorted by count of non-hydrogen atoms (rising): part of the list above
SMILES,Casp7 inh,Tau filament bind,Caspase-1 inhib,Rhodamine autofl,ERK AVP block,USP2a inhib,HADH2 inhib,FLuc inh,Fluorescein fluor,HEK293 cAMP ctrl,Texas Red fluor
CCCN1C(=O)C(O)(C/C(C)=N/O)c2ccccc21 (configuration not stated),1%,-7%,0%,i,2%,-6%,15%,3%,i,9%,i
CC(=O)Nc1ccc(NC2=CC(=O)CC(C)(C)C2)cc1,-5%,10%,-5%,/,-14%,-1%,-9%,-4%,/,-6%,/
Clc1ccc2[nH]c3c(NCC4CCCO4)ncnc3c2c1 (configuration not stated),-3%,-4%,-3%,i,25µM*,26%,51%[activator],-8%,?,8%,?
COCC(=O)N1CCC2(CCCN(c3ncccn3)C2)CC1,0%,-2%,-1%,i,7%,-12%,8%,2%[11.4 µM],i,11%,i
CC(=O)NC(CCS(C)(=O)=O)C(=O)Nc1ccc2c(c1)OCO2 (configuration not stated),-2%,7%,-3%,/,/,/,?,1%,/,-1%,/
Cc1occc1-c1nnc(SCC(=O)c2c[nH]c3ccccc23)n1C,-1%,15%,-1%,i,7%,20%,?,-2%,?,0%,i
COCCn1c(SCC(=O)N2CCC(C)CC2)nc2ccccc2c1=O,-1%,3%,2%,i,-7%,12%,-2%,4%,i,20µM*,i
COCCN(CC(=O)NCC1CCCO1)C(=O)CCC(=O)Nc1cc(C)on1 (configuration not stated),2%,0%,3%,i,21%,-2%,-5%,0%,?,3%,?
Cc1nc(SCC(=O)N2CCN(C(=O)c3ccco3)CC2)c2c(C)c(C)sc2n1,0%,18%,0%,i,11%,/,1%,3%,i,?,?
O=C(CCN1C(=O)c2ccccc2C1=O)Nc1ccc(S(=O)(=O)N2CCOCC2)cc1,-4%,-8%,-2%,i,-14%,38%[activator],6%,1%,i,-1%,?

# A portion of the library, so the mix of outcomes need not match the whole.
